ERG-DNA inh – blocks human ERG Ets domain binding to DNA. P11308. fluorescence polarization, His-ERG Ets domain / labelled DNA. Potency, µM (top dose mostly 76.9 µM), for the others: at the top dose FP activity, negative = inhibition, usual class: inhibitors. actives 0.028% (n = 370,000). AID 624246; active means well fitted inhibition curve with a large enough effect in the polarisation, with a control signal flat; inconclusive means small, poorly fitted or top-dose-only effect, or effect the other way, or a change in a side signal; inactive means no such curve, though single readings can be large or run the other way; the % refers to the polarisation;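 further: polarization taken with two DNA probes labelled with fluorescein and Texas red; potency means the concentration at half of the fitted maximal effect; % of control where 0% means no effect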
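His-tagged ERG Ets domain (1 uM in the protein solution; 300mM KCl, 50mM Tris-HCl, 1mM EDTA, 1mM DTT, pH 7.5) received compound, then a probe mix of 5 nM fluorescein-DNA and 100nM Texas-615-DNA. Fluorescence polarization was read for both dyes.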
G9a inh – G9a (human) methyltransferase inhibition. G9a H3K9 monomethylation, AlphaScreen, 2 h. Potency, µM (doses to about 102 µM), without a hit: top-dose activity, negative = inhibition, actives largely listed as inhibitors. actives 8.8% (n = 350,000). AID 504332; further: potency means the concentration at half of the fitted maximal effect; on the % scale 0 is the no-effect control and ±100 the full control effect; nearly all actives have a fitted effect of over 75% in size
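Quantitative HTS format: methyltransferase activity on a biotin-tagged H3K9 peptide is measured by AlphaScreen, using a rabbit anti-monomethyl-H3K9 antibody with streptavidin donor and anti-IgG acceptor beads. Final levels are 20 nM enzyme, 500 nM peptide, 20 uM SAM; 2 h RT.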
RGS4 inhibitor – inhibitors of human regulator of G protein signaling 4 | Transcreener GDP fluorescence polarization, RGS4-accelerated GTP hydrolysis | AID 504845 | actives 0.039% (n = 390,000) | Potency, µM (series often up to 114 µM), for inactives: at the highest dose activity change, negative = inhibition, actives largely listed as inhibitors; further: potency means the concentration at half of the fitted maximal effect; on the % scale 0 is the no-effect control and ±100 the full control effect; nearly all actives have a fitted effect of over 75% in size; some results filed as inactive show a strong effect at the top dose
Target sequence (P49798 whole entry, looked up): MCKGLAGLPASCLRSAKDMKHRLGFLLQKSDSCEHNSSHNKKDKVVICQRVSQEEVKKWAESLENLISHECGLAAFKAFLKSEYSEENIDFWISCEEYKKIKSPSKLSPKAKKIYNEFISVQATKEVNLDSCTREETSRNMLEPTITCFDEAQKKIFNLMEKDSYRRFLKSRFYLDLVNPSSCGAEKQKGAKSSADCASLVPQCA
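MLSMR compounds (23 nl, pin-transferred) preincubated 10 min at room temperature with a 500nM (2x) first reagent, then RGS4 at 900nM (2x) plus Transcreener GDP mix added; fluorescence polarization (620/688 nm) read before and after 90 min at 30 °C.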
12-LOX inh – ALOX12 (human) lipoxygenase inhibition; AID 1671190; Potency, µM (top dose mostly 108 µM), for the others: at the highest dose activity change, negative = inhibition, usual class: inhibitors; actives 1.1% (n = 580,000); purified 12hLO, xylenol orange hydroperoxide absorbance; P18054; further: potency means the concentration at half of the fitted maximal effect; on the % scale 0 is the no-effect control and ±100 the full control effect
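Purified human 12hLO at 150 nM in 25 mM Hepes, 0.01% Triton X-100, pH 7.0, preincubated 15 min at room temperature with compound. Reaction started with 40 uM arachidonic acid, 30 min at room temperature. Hydroperoxide measured by Fe-xylenol orange, 573/405 nm absorbance ratio.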
GLS inh – inhibitors of human glutaminase (GLS). O94925. GLS enzymatic activity, qHTS titration. Potency, µM (doses to about 45.5 µM), for the others: top-dose activity change, negative = inhibition, actives largely listed as inhibitors. actives 0.21% (n = 410,000); further: potency means the concentration at half of the fitted maximal effect; on the % scale 0 is the no-effect control and ±100 the full control effect
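Assay buffer: 45 mM KH2PO4 pH 8.2, 0.02% Tween-20. hKGA acts on L-glutamine (1 mM solution added); product glutamate is reported by an oxidase/peroxidase Amplex Red coupling, with fluorescence taken at baseline and 30 min.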
PI4K2A block – inhibitors of human PI4K2A. purified PI4K2A, ADP-Glo luminescence, 1 h; stronger effect = lower value. activity change, negative = inhibition, % at 76.9 µM. actives 0.13% (n = 420,000). AID 1346378; in the data active means activity change below about -50%; inconclusive means mostly about -30% to -49%;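 further: -100% = wells without enzyme as full effect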
Target sequence (Q9BTU6 whole entry, looked up): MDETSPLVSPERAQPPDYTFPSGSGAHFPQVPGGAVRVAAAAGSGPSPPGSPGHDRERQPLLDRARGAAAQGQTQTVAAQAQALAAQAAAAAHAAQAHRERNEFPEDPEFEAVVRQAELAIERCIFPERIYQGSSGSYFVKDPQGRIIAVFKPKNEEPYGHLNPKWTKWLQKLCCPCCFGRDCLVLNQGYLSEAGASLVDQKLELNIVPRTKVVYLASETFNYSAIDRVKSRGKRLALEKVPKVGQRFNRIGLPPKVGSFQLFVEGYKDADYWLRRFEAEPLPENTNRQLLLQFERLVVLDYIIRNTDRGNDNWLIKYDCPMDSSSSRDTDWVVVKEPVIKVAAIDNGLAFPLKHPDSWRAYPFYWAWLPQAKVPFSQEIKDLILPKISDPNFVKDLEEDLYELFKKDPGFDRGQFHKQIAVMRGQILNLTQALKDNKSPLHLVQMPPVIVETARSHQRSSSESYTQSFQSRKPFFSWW
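ADP-Glo luminescence measured ADP generated by PI4K2A enzyme (4 ug/mL before mixing) with 1.2 mM PI substrate (pre-mix) and 300 microM ATP (pre-mix). Tris pH7.5 buffer with MgCl2, Triton X-100; 1 h reaction at ambient temperature.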
JMJD2A Tudor – inhibitors of human JMJD2A Tudor domain; O75164; AlphaScreen JMJD2A-Tudor / H3K4me3 peptide binding; Potency, µM (titrated, usually from 114 µM), without a hit: at the top dose activity change, negative = inhibition, usual class: inhibitors; actives 4.4% (n = 390,000); AID 504339; further: potency means the concentration at half of the fitted maximal effect; on the % scale 0 is the no-effect control and ±100 the full control effect; nearly all actives have a fitted effect of over 50% in size
BAZ2B block – blocks human BAZ2B; Q9UIF8; AlphaScreen BAZ2B-H3K14Ac peptide displacement; Potency, µM (doses to about 114 µM), inactives show top-dose activity change, negative = inhibition, most hits filed as inhibitors; actives 4.4% (n = 360,000); further: potency means the concentration at half of the fitted maximal effect; on the % scale 0 is the no-effect control and ±100 the full control effect; nearly all actives have a fitted effect of over 60% in size
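Complex of BAZ2B and biotin-H3K14Ac (50 nM apiece) forms over 30 min at RT, then faces library compounds up to 110 uM for another 30 min; AlphaScreen beads added, 20 min dark incubation, luminescence read.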
HP1b chromo inh – blocks HP1-beta chromodomain binding to methylated histone tails; P83916; AlphaScreen HP1-beta / biotin-H3K9me3 peptide binding; Potency, µM (titrated, usually from 114 µM), inactives show at the top dose activity change, negative = inhibition, most hits filed as inhibitors; actives 0.56% (n = 390,000); AID 540317; further: potency means the concentration at half of the fitted maximal effect; nearly all actives have a fitted effect of over 70% in size; inactives centre near 23
Target sequence (P83916 whole entry, looked up): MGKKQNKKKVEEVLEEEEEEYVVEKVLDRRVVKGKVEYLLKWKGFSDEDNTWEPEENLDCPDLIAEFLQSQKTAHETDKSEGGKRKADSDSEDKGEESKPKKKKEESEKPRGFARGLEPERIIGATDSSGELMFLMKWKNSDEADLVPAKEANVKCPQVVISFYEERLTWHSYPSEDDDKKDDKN
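AlphaScreen: HP1-beta (50 nM) preformed 30 min with biotin-H3(1-18)K9me3 peptide (50 nM) in PBS pH 7.4, 0.01% Tween-20. Compound added for 30 min at RT, then streptavidin donor/nickel chelate acceptor beads (10 ug/mL) for 30 min.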
Active calls of the source: *; ? = inconclusive; nt = no result given; ! = a repeat was not active; [ ] = dose if it differs, or a comment. Unless noted, the call rests on the fitted dose curve; in most records, active means well fitted curve in the direction sought with a large enough effect; inconclusive means small, poorly fitted or top-dose-only effect, or another doubt; inactive means no such curve, though single readings can be large; an effect the other way counts as inactive or inconclusive.

SMILES	ERG-DNA inh	G9a inh	RGS4 inhibitor	12-LOX inh	GLS inh	PI4K2A block	JMJD2A Tudor	BAZ2B block	HP1b chromo inh
Cc1ccc(NS(=O)(=O)c2ccc(NC(=O)[C@@H]3CCCC[C@@H]3C(=O)O)cc2)c(C)c1	-3%	nt	-12%	0%	11%	3	-11%	-5%	11%
NC(=S)N=Nc1c(O)[nH]c2ccccc12	11%	?	-4%	-26%	19%	1	?	-1%	15%
O=C(CNCC1CCCCC1)Nc1ccc(OC(F)(F)F)cc1	23%	8.9µM*	11%	-75%	?	-1	3.5µM*	50µM*	-25%
COc1ccc(N2CC(C(=O)Nc3ccc4c(c3)OCCO4)CC2=O)cc1 (stereo not drawn)	-10%	-18%	-14%	19%	-7%	-10	7%	-4%	9%
CC/C=C\C/C=C\C/C=C\CCCCCCCC(=O)O	-8%	18µM*!	?	-13%	22µM*	-14	-27%	-5%	11%
Cc1cc(-c2ccc(C)c(S(=O)(=O)NC3CCCCC3)c2)on1	3%	6%[59 µM]	14%	?	3%	-1	-9%	6%	19%
O=C(Nc1ccc(C(=O)N2CCN(c3ccc(F)cc3)CC2)cc1)c1nsc2ccccc12	-1%	3%[59 µM]	8%	-24%	3%	-13	?	-12%	2%[57 µM]
CCOC1OC(=O)C(Cl)=C1Nc1ccccc1C (stereo not drawn)	-1%	-9%	4%	19%	10%	-2	-13%	10%	23%
O=C(Nc1ccccc1Cl)NC1CCCCCCC1	-2%	15%	17%	-18%	-9%	-2	-2%	6%	46%[activator]
COc1ccc(OC)c(CNS(=O)(=O)c2ccc3c(c2)CCCN3C(C)=O)c1	-5%	24%[59 µM]	8%	-14%	15%	1	-13%	4%	19%[57 µM]
CC(=O)N1c2ccc(S(=O)(=O)N(C)CC(=O)NC3CCCCC3C)cc2CC1C (stereo not drawn)	-12%	?	-1%	nt	-1%	1	-10%	13%	33%
Cc1ccc(Br)cc1S(=O)(=O)N1CCN(c2ccccc2)CC1	-2%	13%[59 µM]	-21%	-1%	-1%	3	10%	48%[activator]	49%
CCOC(=O)c1sc(N2C(=O)c3oc4ccc(C)cc4c(=O)c3C2c2ccccc2F)nc1C (stereo not drawn)	3%	10%[59 µM]	-6%	-22%	-3%	1	9%	2%	36%
CC(=O)Nc1cccc(Oc2nc(C)cc(C)c2C#N)c1	1%	-13%[59 µM]	?	9%[57.4 µM]	-3%	-2	?	8%	8%
Cc1ccc(CC(=O)N2CCOCC2)cc1	-8%	-9%[12.7 µM]	18%	50%[activator][57.4 µM]	4%	-7	-12%	-1%	26%
CCCOc1ccc(OC(=O)c2ccc(-c3ccc(CCC)cn3)cc2)cc1	-4%	14%[59 µM]	-14%	-8%	2%	-7	3%	4%	57%[activator]
CCCNC(=O)Cn1cnc([N+](=O)[O-])n1	4%	-2%	11%	16%	1%	-4	-11%	6%	24%
COc1ccc(/C=N/NC(=O)c2cccs2)c2ccccc12	1%	nt	4%	248%[activator]	1%	-2	-10%	nt	19%
Oc1ccc(N2CCN(CC(O)c3ccccc3)CC2)cc1 (stereo not drawn)	-4%	8.9µM*	?	?	19%	-3	56µM*	-35%	?
Cc1ccc(Oc2ccc(S(=O)(=O)N3CCOCC3)cc2C(N)=O)cc1C	-9%	nt	16%	463%[activator]	-10%	5	-18%	-11%	14%
COc1cccc(NC(=S)NC(C)c2ccc(OC)c(OC)c2)c1 (stereo not drawn)	0%	-31%	12%	-16%	15%	-4	-18%	-29%	-1%
O=S(=O)(Nc1ccccn1)c1cccc(S(=O)(=O)c2ccc(Br)cc2)c1	17%	nt	-24%	0%	0%	-19	0%	-2%	37%
C=CC[C@H](N)C(=O)O	nt	1%[59 µM]	-7%[56.9 µM]	?	nt	4	nt	nt	nt
Cc1cc(C)nc(Sc2ccc3nnc(C(F)(F)C(F)(F)C(F)(F)F)n3n2)n1	nt	18%[12.7 µM]	-8%	8%	-2%	-7	-9%	0%	44%[activator]
CCn1cc(CNC(=O)c2ccc(OC3CCN(Cc4ccccn4)CC3)cc2)cn1	1%	19%	6%	0%	-9%	0	-24%	-15%	25%[57 µM]
O=C(COC(=O)c1n[nH]c2ccccc12)Nc1ccc(Cl)cc1[N+](=O)[O-]	7%	-26%	19%	-4%	0%	1	?	?	?
COc1cc(C(c2c(C)[nH][nH]c2=O)c2c(C)[nH][nH]c2=O)ccc1OC(C)C	-2%	-42%	?	13%	6%	-2	-6%	?	37%
COc1ccc(OC)c(NC(=O)CCOc2cccc(C)c2)c1	13%	-2%	-12%	-15%	-1%	1	-6%	-13%	32%
Cc1nc2ccc(NC(=O)c3cc(S(=O)(=O)N(C)c4ccccc4)ccc3Cl)cc2s1	-2%	-2%[59 µM]	-11%	-15%	2%	-6	1%	1%	33%
COc1ccc(-c2cc(C(=O)Nc3nc4ccccc4s3)c3ccccc3n2)cc1OC	17%	7%[59 µM]	17%[11.4 µM]	-21%	1%	-8	-23%	1%	22%
COc1ccccc1-c1nc(S(=O)(=O)c2ccc(Cl)cc2)c(N2CCCCCC2)o1	1%	?	11%	-1%	-1%	-2	-27%	-24%	-9%
Cc1ccccc1CN1C(=O)c2ccccc2S(=O)c2ccc(C(=O)NCc3ccc(Cl)cc3)cc21 (stereo not drawn)	1%	-8%[59 µM]	-10%	-12%	4%	6	-13%	0%	26%
Cc1ccc(NC(=O)C2CCCN(S(=O)(=O)c3cccs3)C2)c(C)c1 (stereo not drawn)	-13%	-36%[59 µM]	-8%	-16%	1%	-1	-26%	-16%	-5%
O=C(Nc1cc(C(F)(F)F)ccc1N1CCCC1)c1cccnc1	13%	8%	13%	-15%	19%	2	-11%	11%	22%
CCN(CC)C(=S)SCC(=O)Nc1ncc2c(n1)CCCC2=O	3%	12%	-24%	0%	3%	-2	6%	0%	28%
O=C(Nc1nnc(CSCc2ccc(F)cc2)s1)c1ccc([N+](=O)[O-])cc1	0%	?	-7%	-24%	-15%	-5	-5%	-2%	18%
COc1ccc(NC(=O)c2oc3ccccc3c2NC(=O)c2cc(=O)c3c(C)cc(C)cc3o2)cc1	3%	0%[59 µM]	5%	-16%	0%	-5	-8%	-3%	35%
CCS(=O)(=O)c1ncc(Cl)c(C(=O)N2CCN(c3ccc(OC)cc3)CC2)n1	4%	?	?	-7%	13%	2	-17%	-16%	8%
CC1Cc2cc(S(=O)(=O)NCc3ccc(F)cc3)ccc2N1C(=O)C1CCC1 (stereo not drawn)	2%	-5%[59 µM]	-7%	-10%	6%	-2	-14%	1%	34%[activator]
CCN(CC)S(=O)(=O)c1ccc2c(c1)c(=O)c(C(=O)NCc1cccs1)cn2C	-2%	?	-7%	-3%	-30%	9	-15%	3%	-9%
CCCCn1c(=O)nc2n(-c3ccccc3)c3ccccc3cc-2c1=O	-2%	-46%[0.501 µM]	14%	?	5%	4	-12%	?	27%
Cc1ccc(C(=O)Nc2nccc(-c3cccs3)n2)cc1	-7%	4%	-5%	3%	-1%	-1	-22%	-1%	33%
COCCN(CCOC)S(=O)(=O)c1ccc(C(=O)NC2CCN(Cc3ccccc3)CC2)cc1	-6%	1%	16%	149%[activator]	1%	4	0%	-1%	28%

Four compounds from above, limited to JMJD2A Tudor, PI4K2A block and 12-LOX inh.
Compound,JMJD2A Tudor,PI4K2A block,12-LOX inh
COc1ccc(-c2cc(C(=O)Nc3nc4ccccc4s3)c3ccccc3n2)cc1OC,-23%,-8,-21%
COc1ccccc1-c1nc(S(=O)(=O)c2ccc(Cl)cc2)c(N2CCCCCC2)o1,-27%,-2,-1%
Cc1ccccc1CN1C(=O)c2ccccc2S(=O)c2ccc(C(=O)NCc3ccc(Cl)cc3)cc21 (stereo not drawn),-13%,6,-12%
Cc1ccc(NC(=O)C2CCCN(S(=O)(=O)c3cccs3)C2)c(C)c1 (stereo not drawn),-26%,-1,-16%

Five entries from above, sorted by molecular weight, descending:
SMILES	ERG-DNA inh	G9a inh	RGS4 inhibitor	12-LOX inh	GLS inh	PI4K2A block	JMJD2A Tudor	BAZ2B block	HP1b chromo inh
COc1ccc(NC(=O)c2oc3ccccc3c2NC(=O)c2cc(=O)c3c(C)cc(C)cc3o2)cc1	3%	0%[59 µM]	5%	-16%	0%	-5	-8%	-3%	35%
CCN(CC)S(=O)(=O)c1ccc2c(c1)c(=O)c(C(=O)NCc1cccs1)cn2C	-2%	?	-7%	-3%	-30%	9	-15%	3%	-9%
CCS(=O)(=O)c1ncc(Cl)c(C(=O)N2CCN(c3ccc(OC)cc3)CC2)n1	4%	?	?	-7%	13%	2	-17%	-16%	8%
Cc1ccc(NC(=O)C2CCCN(S(=O)(=O)c3cccs3)C2)c(C)c1 (stereo not drawn)	-13%	-36%[59 µM]	-8%	-16%	1%	-1	-26%	-16%	-5%
O=C(COC(=O)c1n[nH]c2ccccc12)Nc1ccc(Cl)cc1[N+](=O)[O-]	7%	-26%	19%	-4%	0%	1	?	?	?

The list is partial; count on the stated rates, not on these rows.
